Assay outcomes deposited in PubChem by Emory University Molecular Libraries Screening Center.
14-3-3 PPI = modulators of human 14-3-3 gamma - Raf peptide interaction; 160,000 tested, 0.19% active; P61981; inhibition, % at 40 µM; FP, 14-3-3gamma / TMR-pS259-Raf peptide binding; in the data active means inhibition above about 30%;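 further: 0% = protein plus tracer without compound and 100% = blank with tracer alone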
Target sequence (P61981 whole entry, looked up): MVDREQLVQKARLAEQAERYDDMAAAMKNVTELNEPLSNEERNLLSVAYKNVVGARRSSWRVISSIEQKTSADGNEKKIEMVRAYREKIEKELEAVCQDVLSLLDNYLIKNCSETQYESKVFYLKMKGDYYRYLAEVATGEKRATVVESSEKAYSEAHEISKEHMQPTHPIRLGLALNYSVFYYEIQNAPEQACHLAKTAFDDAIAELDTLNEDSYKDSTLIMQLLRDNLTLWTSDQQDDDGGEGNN
Numbers without * were called inactive; & = joins results of further samples.

nr | smiles | 14-3-3 PPI
1 | CC(C)COC(=O)C(C)Nc1n[nH]c(=O)[nH]c1=O (stereo unspecified) | 0.9
2 | N#CCc1ccc(NC(=O)COc2ccc3ccccc3c2)cc1 | -9.1
3 | COc1ccc(S(=O)(=O)NCC2CCC(C(=O)NC3CCCC(C)C3C)CC2)cc1 (stereo unspecified) | 0.1
4 | COC(=O)c1ccc2c(c1N)C(=O)c1ccccc1C2=O | -200.0
5 | CC1SC(=NC(=O)c2ccco2)NC1=O (stereo unspecified) | 0.0&-1.0
6 | CC(=O)Oc1cc(-c2cccc(C(F)(F)F)c2)c2oc(=O)sc2c1 | -15.3
7 | Cc1ccc(-n2c(SCc3ccc([N+](=O)[O-])cc3)nc3ccsc3c2=O)cc1C | 2.3
8 | CCOc1ccc(-n2c(SCC(=O)c3ccccc3)nc3c([nH]c4ccccc43)c2=O)cc1 | -20.4
9 | CCC(NC(=O)c1cc2ccccc2cc1OC)C12CC3CC(CC(C3)C1)C2 (stereo unspecified) | -10.9
10 | COc1ccc(Cl)cc1NC(=O)C1CCN(S(=O)(=O)c2ccc(OC)c(OC)c2)CC1 | -6.2
11 | O=C(O)CC(Cc1ccc(Cl)cc1)C(=O)Nc1ccc([N+](=O)[O-])cc1 (stereo unspecified) | -6.8
12 | Cc1cccc(CSc2nc3nc(C)cc(C)n3n2)c1 | -15.5
13 | COc1cc(NC(=O)C(c2ccccc2)c2ccccc2)ccc1NC(=O)c1cc2ccccc2o1 | -9.2
14 | CCOC(=O)c1ccc(CS(=O)(=O)c2ccc(Cl)cc2)o1 | -4.6
15 | Cc1sc2ncn(CC(=O)NCCC3=CCCCC3)c(=O)c2c1S(=O)(=O)N1CCOCC1 | -1.3
16 | COc1ccc(S(=O)(=O)N(CC(=O)Nc2ccccc2C(F)(F)F)c2ccc(C)cc2)cc1 | 6.1
17 | CCn1c2ccccc2c2nnc(SCC(=O)Nc3cc(C)on3)nc21 | -0.5
18 | Cc1ccc(NC(=O)c2sc3ncn(CC(=O)N4CCCCC4)c(=O)c3c2C)cc1F | 0.7
19 | CCc1c(C)[nH]c2ccc(C)cc2c1=O | -7.4
20 | CC(C)CCNC(=O)Cn1nc(-c2ccccc2)ccc1=O | -5.6
21 | CCOc1ccc(C(=O)CCNC(Cc2cnc[nH]2)C(=O)O)cc1 (stereo unspecified) | -2.7
22 | Cc1cc(C(F)(F)F)nc(SCCNC(=O)c2c(Cl)cnn2C)n1 | -3.9
23 | CC1CN(C(=O)c2cccc(C(=O)N3CC(C)OC(C)C3)c2)CC(C)O1 (stereo unspecified) | 1.6
24 | CCCCN(CCCC)CCNC(=O)Cc1nc2c(c(=O)[nH]c(=O)n2C)n1C | 1.4
25 | COc1cc(OC)cc(-c2nc(-c3ccncc3)no2)c1 | -5.2

Retrieved one by one from the entries so far:
nr | smiles | 14-3-3 PPI
8 | CCOc1ccc(-n2c(SCC(=O)c3ccccc3)nc3c([nH]c4ccccc43)c2=O)cc1 | -20.4
3 | COc1ccc(S(=O)(=O)NCC2CCC(C(=O)NC3CCCC(C)C3C)CC2)cc1 (stereo unspecified) | 0.1
10 | COc1ccc(Cl)cc1NC(=O)C1CCN(S(=O)(=O)c2ccc(OC)c(OC)c2)CC1 | -6.2
23 | CC1CN(C(=O)c2cccc(C(=O)N3CC(C)OC(C)C3)c2)CC(C)O1 (stereo unspecified) | 1.6

Structural class: the entries above with two or more sulfur atoms.
nr | smiles | 14-3-3 PPI
7 | Cc1ccc(-n2c(SCc3ccc([N+](=O)[O-])cc3)nc3ccsc3c2=O)cc1C | 2.3
15 | Cc1sc2ncn(CC(=O)NCCC3=CCCCC3)c(=O)c2c1S(=O)(=O)N1CCOCC1 | -1.3

Further compounds follow.
nr | smiles | 14-3-3 PPI
26 | COc1ccccc1N1C(=S)NC2CC1(C)Oc1ccccc12 (stereo unspecified) | -2.6
27 | CC12CCC(=O)C=C1CCC1C2C(O)CC2(C)C1CCC2(O)C(=O)CO (stereo unspecified) | 11.6
28 | COc1cc(CCC(=O)OCC(=O)Nc2ncc(Cl)cc2Cl)cc(OC)c1OC | -21.7
29 | Cc1cc(C)nc(NS(=O)(=O)c2ccc(NC(=O)c3ccco3)cc2)n1 | -1.6
30 | Cc1cc(C)nc(NC(=O)c2ccco2)c1 | -5.7
31 | CCCn1c(=O)c(C(=O)NCc2ccc(OC)c(OC)c2)c(O)c2ccccc21 | -10.4
32 | Cc1cccc(N/C(N)=N/c2nc(C)c(C)c(=O)[nH]2)c1 | -6.3
33 | COc1ccccc1CNC(=O)Cn1cnc2sc(C(=O)Nc3ccc(C)cc3Br)c(C)c2c1=O | -21.6
34 | CCOC(=O)c1cnc(SC2CCc3ccccc3C2=O)nc1N (stereo unspecified) | -3.9
35 | COC(=O)c1ccc(C(=O)OC)c(NC(=O)c2ccccc2[N+](=O)[O-])c1 | -4.7
36 | O=C(Nc1ccc(Br)cc1)C1CCCN(S(=O)(=O)c2cccc3nsnc23)C1 (stereo unspecified) | -6.6
37 | CCN(CC)CC(=O)Nc1c2c(nc3ccccc13)N(c1cccc(Cl)c1)CC2 | -12.5
38 | Cc1ccc(C2C3=C(NCCN=C3c3ccccc3)C(=O)N2c2ccccc2)cc1 (stereo unspecified) | -6.5
39 | Cc1ccc(N2CCN(c3ccc(N4C(=O)C5CCCCC5C4=O)cc3[N+](=O)[O-])CC2C)cc1 (stereo unspecified) | 5.0
40 | COC(=O)c1ccc(CSc2nc3ccccc3c(=O)n2Cc2ccco2)o1 | 0.7
41 | COc1ccccc1NC(=O)CCn1c(=S)oc2ccccc21 | 1.3
42 | COCCOC(=O)C1=C(N)OC2=C(C(=O)CC(C)(C)C2)C1c1ccccc1F (stereo unspecified) | -2.5
43 | COc1ccc(C2C(C(C)=O)=C(O)C(=O)N2C)c(OC)c1 (stereo unspecified) | 5.5
44 | CCOC(=O)c1cc2sc(C)cc2n1CC(=O)Nc1ccc2c(c1)OCCO2 | -1.7
45 | CCCCC(C(=O)OC)N1C(=O)C2C3c4ccccc4C(c4ccccc43)C2C1=O (stereo unspecified) | -1.1
46 | COCCNC(=O)c1cnn2c(C)c(Cc3ccccc3C)c(C)nc12 | -25.2
47 | c1ccc(C2=NN3C(C2)c2ccccc2OC3c2ccccc2)cc1 (stereo unspecified) | -4.2
48 | O=C(Oc1ccc2oc(=O)sc2c1)c1ccco1 | 1.0
49 | Cc1ccc(C(=O)CC2(O)C(=O)N(C(C)C)c3ccccc32)c(C)c1 (stereo unspecified) | 2.2
50 | O=C(NC1C=CS(=O)(=O)C1)c1sc2ccccc2c1Cl (stereo unspecified) | -10.7
51 | Cc1cc(C)nc(NS(=O)(=O)c2ccc(NC(=O)c3ccccc3-c3ccc(C(F)(F)F)cc3)cc2)n1 | 0.4
52 | Cc1sc2ncn(CC(=O)N3CCN(C)CC3)c(=O)c2c1S(=O)(=O)N1CCCCC1 | 1.9
53 | COc1cc(OC)cc(C(=O)N2CCN(Cc3ccccc3C(F)(F)F)CC2)c1 | 4.1
54 | CC(C)C1=CC23CCC4C(C)(C(=O)O)CCCC4(C)C2CC1C1C(=O)N(c2cccc([N+](=O)[O-])c2)C(=O)C13 (stereo unspecified) | -23.5
55 | CC(=O)N1CCc2cc(S(=O)(=O)NC(CC(C)C)C(=O)Nc3ccc(Cl)cc3)ccc21 (stereo unspecified) | -5.4
56 | Cc1ccc(-n2nnc3c(=O)n(CC(=O)N4CCC(C)CC4)cnc32)cc1 | -10.3
57 | CCCCCSc1nc(N2CCOCC2)c2c(c1C#N)CC(C)(C)OC2 | -6.0
58 | CCCOc1ccc(-c2cc(C(=O)N3N=C(C)CC3(O)C(F)(F)F)c3ccccc3n2)cc1 (stereo unspecified) | 0.0
59 | CC(=O)N(c1ccc2oc3c(c2c1)CCCC3)S(=O)(=O)c1cccs1 | -5.0
60 | COc1ccc2nc(NC(=O)c3cn(CC(C)C)c(=O)c4cc(OC)c(OC)cc34)sc2c1 | -1.7
61 | O=C(CSc1n[nH]c(=O)[nH]c1=O)c1cccc([N+](=O)[O-])c1 | 1.8
62 | COCCN1C(=O)c2ccccc2C(C(=O)Nc2ccc(OC)cc2OC)C1c1c[nH]c2ccccc12 (stereo unspecified) | 0.7
63 | CCCNC(=O)c1c[nH]c2ccc(S(=O)(=O)N(C)c3ccc(F)cc3)cc2c1=O | -19.7
64 | Cn1cc(CNC(=O)C2CC=CCC2C(=O)O)cn1 (stereo unspecified) | -4.0
65 | Cn1c2ccc(N=Cc3cccc(Cl)c3O)cc2c2nc3ccccc3nc21 | -9.0
66 | CC(=O)OCCn1c(Br)nc2c1c(=O)[nH]c(=O)n2C | -0.6
67 | CC1CCC2C(=O)N(c3ccccc3OC(=O)c3ccc(Br)cc3)C(=O)C2C1 (stereo unspecified) | -3.9
68 | Cc1nc(-c2ccccc2)c2c(=O)cc[nH]c2n1 | 0.4
69 | O=c1c2c(nc3c(-c4ccccc4)c(-c4ccccc4)[nH]n13)CCC2 | -56.6
70 | Cc1cccc(N2CCN(C(=O)CCN3C(=S)NC(C)(C)CC3C)CC2)c1C (stereo unspecified) | -9.1
71 | CC1Cc2nc(SCC(N)=O)n(Cc3ccccc3)c(=O)c2S1 (stereo unspecified) | -4.1
72 | Cc1ccc(-c2nnc(Nc3ccc(O)cc3)c3ccccc23)cc1S(=O)(=O)N1CCOCC1 | 4.7
73 | CCOc1ccccc1C1C(C(=O)Nc2ccccc2OC)=C(C)Nc2nc3ccccc3n21 (stereo unspecified) | 0.6
74 | CCN(CC)S(=O)(=O)c1ccc(NCc2ccccc2)nc1 | 1.1
75 | COC(=O)C1=C(C)NC2=C(C(=O)CCC2)C1c1ccccc1OC(C)C (stereo unspecified) | 3.7

(list continues)
nr | smiles | 14-3-3 PPI
76 | COc1ccc(C2CC(c3ccc(C)cc3)Nc3nnnn32)c(OC)c1OC (stereo unspecified) | -6.1
77 | O=C(CSc1nc2ccccc2c(=O)n1Cc1ccc2c(c1)OCO2)Nc1cccc(C(F)(F)F)c1 | 5.7
78 | c1ccc(-c2nnnn2-c2cccnc2)cc1 | -5.1
79 | COc1ccc(N2C(=O)C3CC(C)=C(C)CC3C2=O)c(OC)c1 (stereo unspecified) | 0.8&5.0
80 | COc1cccc(OCCCCN2CCC(C)CC2)c1 | -6.7
81 | CCn1cnc2c1c(=O)n(CC(=O)Nc1cc(C)on1)c(=O)n2Cc1ccccc1 | -1.5
82 | CN1C(=O)CS(=O)c2ccc(C(=O)NCCC3=CCCCC3)cc21 (stereo unspecified) | -4.4
83 | Cc1ccc2c(c1)nc(NCCO)n2C | 2.7
84 | COc1ccc(CSC(=N)N)cc1Br | -3.3
85 | CC1CCc2c(sc3nc4c5ccccc5c(NCCCN(C)C)nn4c(=O)c23)C1 (stereo unspecified) | -3.0
86 | COc1ccc(NC(=O)CC(C)Cc2ccc(C)cc2)cc1 (stereo unspecified) | -4.3
87 | COC(=O)c1c(NC(=O)c2cccc([N+](=O)[O-])c2)sc2c1C(C(=O)OC)CC2 (stereo unspecified) | -22.7
88 | CCOC(=O)/C=C/S(=O)(=O)c1ccc(NC(C)=O)cc1 | 2.5
89 | Cc1nc(-c2cc3ccccc3oc2=O)cc2c1c(=O)oc1ccccc12 | -17.7
90 | O=C1CC(c2ccc(F)cc2)CC(O)=C1C=NCCN1CCN(C(=O)Nc2ccccc2)CC1 (stereo unspecified) | -0.7
91 | Cc1ccccc1Cn1nc(C)c(NC(=O)c2noc3c2CCCCC3)c1C | -2.0
92 | Cc1c(C(=O)O)sc2[nH]c(=O)n(-c3ccc(Cl)cc3)c(=O)c12 | -28.8
93 | COc1cccc(-c2nnc3sc(-c4cccs4)nn23)c1 | -6.7
94 | CCCCOc1ccc(CSc2nncn2N)cc1 | -0.7
95 | Cc1[nH]c2ccccc2c1CCC(N)=O | 2.1
96 | O=C(NCCCN1CCOCC1)c1cc(-c2cccc(Cl)c2)on1 | -0.3
97 | COc1ccccc1N1CCN(Cc2ccco2)CC1 | -2.8
98 | S=c1[nH]nc(-c2ccncc2)n1CC1CCCO1 (stereo unspecified) | -3.2
99 | CCNC(=O)N1CCNC(=O)C1CC(=O)Nc1ccc(C(=O)OCC)cc1 (stereo unspecified) | -1.3
100 | CC(C)C1NC(=S)NC2=C1CCCC2 (stereo unspecified) | 1.5

Reprinted from the part before: three compounds, then new ones.
nr | smiles | 14-3-3 PPI
98 | S=c1[nH]nc(-c2ccncc2)n1CC1CCCO1 (stereo unspecified) | -3.2
99 | CCNC(=O)N1CCNC(=O)C1CC(=O)Nc1ccc(C(=O)OCC)cc1 (stereo unspecified) | -1.3
100 | CC(C)C1NC(=S)NC2=C1CCCC2 (stereo unspecified) | 1.5
101 | O=C(c1cc2c(=O)oc3ccccc3c2s1)N1CCN(Cc2ccccc2)CC1 | 0.7
102 | COc1ccc(NC(=O)CSc2nnc(-c3cccs3)n2-c2ccccc2)cc1 | 1.8
103 | CN(C)/C=C1\N=C(c2cccs2)OC1=O | -10.8
104 | Cc1nn(CCCC(=O)Nc2ccccc2C(F)(F)F)c(C)c1[N+](=O)[O-] | 6.4
105 | CCOCCCNC(=O)c1oc2ccc(S(=O)(=O)N3CCC(C)CC3)cc2c1C | -2.8
106 | O=C(Nc1ncn[nH]1)c1cc2ccccc2o1 | 4.1
107 | COc1cccc(OC)c1C(=O)Nc1sc2c(c1C#N)CCCCC2 | -1.6
108 | Cc1cc(Cl)nc(Cl)c1C(=O)NC(=O)Nc1ccccc1C(F)(F)F | -10.1
109 | Nc1nnc(N2CCCCC2)s1 | -1.9
110 | CCOc1ccccc1NC(=O)NC1(C(=O)N2CCOCC2)CCCCC1 | 1.4
111 | CN(C)CCN1C(=O)C(=O)/C(=C(/O)c2ccccc2)C1c1ccncc1 (stereo unspecified) | -3.5
112 | CCc1ccc(-c2nc3cc(NC(=O)c4cc5ccccc5cc4OC)ccc3o2)cc1 | -20.8
113 | Cn1c(C=Cc2ccc(N)cc2)nc2ccccc21 | -3.8
114 | COCCOC(=O)C1=C(C)NC(=O)NC1c1c(Cl)nc2c(C)cccn2c1=O (stereo unspecified) | -37.5
115 | CC(C)c1nc2ccc(NC(=O)C34CC5CC(CC(C5)C3)C4)cc2[nH]1 | 4.7
116 | O=C(CS(=O)(=O)c1c[nH]c2ccccc12)Nc1ccc(F)cc1 | -1.7
117 | Nc1nc2ccc(CCC(=O)O)cc2s1 | -3.1

The list is partial (hit frequency here may not be typical).
